Bioassay records deposited in PubChem BioAssay by National Center for Advancing Translational Sciences (NCATS).
Pol iota inh – blocks human DNA polymerase iota activity. Q9UNA4. Pol iota fluorescent replication assay, 10 min. Potency, µM (highest dose often 115 µM), for inactives: at the highest dose activity, negative = inhibition, hits mostly inhibitors. 1% of 390,000 active
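Fluorescent replication assay read twice, at 0 min and 10 min after adding 50 nM (final) substrate. Enzyme (10 nM) and compounds were first incubated 15 min at room temperature; enzyme-free buffer wells were negative controls.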
POLK inh – DNA polymerase kappa (human) inhibition. Q9UBT6. 0.53% of 400,000 active. Potency, µM (top dose mostly 107 µM), inactives show at the highest dose activity, negative = inhibition, actives largely listed as inhibitors. purified Pol kappa, fluorescent DNA synthesis assay, 10 min; note: % is set by controls: 0 for no effect and ±100 for the full control effect
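50 nM final substrate added after 15 min RT preincubation of 10 nM Pol kappa with compound; fluorescence read at 0 and 10 min.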
Apoferritin bind – candidate novel general anesthetic via apoferritin binding; Potency, µM (highest dose often 77.5 µM), for inactives: at the top dose activity change, negative = displacement, hits mostly inhibitors; apoferritin/1-aminoanthracene competitive binding, fluorescence; AID 485281; P02791; 0.074% of 350,000 active; note: % is set by controls: 0 for no effect and ±100 for the full control effect; nearly all actives have a fitted effect of over 20% in size
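Apoferritin-based anesthetic binding model; compound displacement of fluorescent 1-AMA measured as endpoint fluorescence after 10 minutes at room temperature, scaled to free-ligand and complex controls.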
G9a inh – blocks human histone lysine methyltransferase G9a | Potency, µM (top dose mostly 102 µM), for the others: at the top dose activity, negative = inhibition, actives largely listed as inhibitors | Q96KQ7 | 8.8% of 350,000 active | G9a H3K9 monomethylation, AlphaScreen, 2 h; note: % is set by controls: 0 for no effect and ±100 for the full control effect; nearly all actives have a fitted effect of over 75% in size
Target sequence (Q96KQ7 913-1193 limits assumed): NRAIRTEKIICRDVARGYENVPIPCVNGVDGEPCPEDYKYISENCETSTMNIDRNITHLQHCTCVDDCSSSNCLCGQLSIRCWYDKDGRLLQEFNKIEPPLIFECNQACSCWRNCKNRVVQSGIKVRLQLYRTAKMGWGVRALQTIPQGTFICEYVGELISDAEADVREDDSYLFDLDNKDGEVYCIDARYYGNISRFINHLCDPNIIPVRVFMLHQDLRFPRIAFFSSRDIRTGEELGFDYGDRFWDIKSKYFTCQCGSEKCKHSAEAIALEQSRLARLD
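Methyltransferase reactions run at room temperature for 2 h (20 nM enzyme, 500 nM biotin-H3K9 peptide, 20 uM SAM) after a 15 min compound preincubation; product detected by AlphaScreen beads and anti-H3K9me1 antibody.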
BLM helicase inh – inhibitors of human Bloom syndrome helicase BLM. P54132. recombinant BLM DNA unwinding, fluorescence dequenching. Potency, µM (titrated, usually from 56.1 µM), inactives show top-dose activity change, negative = inhibition, usual class: inhibitors. 0.2% of 350,000 active. AID 2528;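 note: plate controls were vehicle for no effect and no enzyme for full effect; nearly all actives have a fitted effect of over 35% in size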
APEX1 inh – inhibitors of human APE1 endonuclease. P27695. recombinant APE1, TAMRA/BHQ-2 abasic DNA cleavage fluorescence. Potency, µM (titrated, usually from 65.8 µM), without a hit: at the highest dose activity change, negative = inhibition, hits mostly inhibitors. 0.35% of 350,000 active. AID 2517;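 note: plate controls were vehicle for no effect and reference inhibitor for full effect; nearly all actives have a fitted effect of over 55% in size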
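Compound pre-exposure to 0.75 nM APE1, 15 min at ambient temperature. Reaction initiated with 50 nM TAMRA/BHQ-2 THF substrate, read immediately in kinetic mode, 525 nm excitation, 598 nm emission.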
BAZ2B block – inhibitors of human BAZ2B bromodomain; Potency, µM (doses to about 114 µM), for inactives: at the highest dose activity change, negative = inhibition, hits mostly inhibitors; AID 504333; 4.4% of 360,000 active; AlphaScreen BAZ2B-H3K14Ac peptide displacement; note: % is set by controls: 0 for no effect and ±100 for the full control effect; nearly all actives have a fitted effect of over 60% in size
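Multi-concentration screen (max 110 uM) measuring displacement of acetylated histone H3 peptide from BAZ2B by AlphaScreen, using 50 nM protein, 50 nM peptide and 10 ug/mL streptavidin donor plus Ni-chelate acceptor beads.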
POLH inh – DNA polymerase eta (human) inhibition; Potency, µM (doses to about 114 µM), without a hit: top-dose activity change, negative = inhibition, actives largely listed as inhibitors; recombinant Pol eta, fluorescent DNA replication assay; 1.2% of 390,000 active; AID 588591; note: % is set by controls: 0 for no effect and ±100 for the full control effect
Target sequence (Q9Y253 whole entry, looked up): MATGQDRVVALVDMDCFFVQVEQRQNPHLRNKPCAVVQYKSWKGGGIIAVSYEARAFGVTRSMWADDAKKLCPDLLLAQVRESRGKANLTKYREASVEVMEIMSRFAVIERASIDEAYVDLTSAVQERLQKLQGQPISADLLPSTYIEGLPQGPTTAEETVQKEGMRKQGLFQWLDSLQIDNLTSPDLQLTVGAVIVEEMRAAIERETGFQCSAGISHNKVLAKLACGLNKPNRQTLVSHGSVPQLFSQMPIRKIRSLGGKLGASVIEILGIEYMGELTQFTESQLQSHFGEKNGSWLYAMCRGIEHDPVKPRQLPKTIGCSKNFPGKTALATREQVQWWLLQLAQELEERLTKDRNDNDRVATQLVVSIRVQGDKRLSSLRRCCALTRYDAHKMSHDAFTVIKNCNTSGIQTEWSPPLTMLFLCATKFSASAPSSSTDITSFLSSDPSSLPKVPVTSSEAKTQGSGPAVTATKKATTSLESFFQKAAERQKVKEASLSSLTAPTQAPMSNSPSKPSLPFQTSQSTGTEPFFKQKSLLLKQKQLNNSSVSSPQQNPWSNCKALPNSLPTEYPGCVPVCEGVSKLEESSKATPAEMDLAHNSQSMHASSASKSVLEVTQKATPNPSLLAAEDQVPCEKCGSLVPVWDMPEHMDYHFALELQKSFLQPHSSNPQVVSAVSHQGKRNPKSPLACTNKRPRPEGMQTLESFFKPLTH
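Pol eta (10 nM) was preincubated with compounds for 15 min at room temperature, after which fluorescent replication substrate (50 nM final) was added to start the reaction. Fluorescence was read kinetically at 0 and 10 min.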
Pol beta inh – blocks human DNA polymerase beta activity; AID 485314; Potency, µM (series often up to 114 µM), inactives show top-dose activity change, negative = inhibition, usual class: inhibitors; Pol beta primer extension/strand displacement, fluorescence kinetic; 1.3% of 340,000 active; note: % is set by controls: 0 for no effect and ±100 for the full control effect
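Preincubation: enzyme (10 nM) with compound, 15 min, RT. Reaction: substrate added to 50 nM final. Reads: 0 and 10 min. Analysis: normalized, Hill fit.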
Starred values were filed as active, the others as inactive; ? = inconclusive; · = no result given; [ ] = another dose, or the depositor's remark. Calls come from the whole dose curve; as a rule, active = well fitted curve in the direction sought with a large enough effect; inconclusive = small, poorly fitted or top-dose-only effect, or another doubt; inactive = no such curve, though single readings can be large; an effect the other way counts as inactive or inconclusive. Potency is the fitted concentration of half-maximal effect. The list is partial; rates above refer to the full screens.

SMILES	Pol iota inh	POLK inh	Apoferritin bind	G9a inh	BLM helicase inh	APEX1 inh	BAZ2B block	POLH inh	Pol beta inh
CC(C)N=C(NS(=O)(=O)c1ccccc1)C(Cl)(Cl)Cl	3.7%	-8.5%	1.8%	-45.4%[59 µM]	2.2%	-0.8%	-7.2%	-18.7%	0.9%
O=C1CC(c2ccccc2)=Nc2ccc(Br)cc2N1	93.1%[activator]	1.8%	0.0%	4.0%	-1.3%	-1.7%	-1.2%	-14.4%	-24.5%
O=c1c2cc3c(=O)n(CC4CCCO4)c(=O)c3cc2c(=O)n1CC1CCCO1 (stereo unspecified)	219.3%[activator]	14.3%	-8.5%	22.8%[59 µM]	0.4%	-4.2%	7.5%	-12.0%	1.2%
CC(C)Sc1nc2sc3c(c2c(=O)n1-c1ccccc1)CCCC3	5.0%	3.3%	-5.2%	-16.9%[59 µM]	-5.2%	·	-10.9%	-15.2%	-24.7%
N=C1C(c2nc3ccccc3[nH]2)=C(O)CN1c1ccccc1	2.8%	-0.6%	2.5%	18.4%	-1.0%	-5.0%	?	-16.3%	13.1%
Cc1ccc(-c2noc(-c3ccc(NC4CCCC4)c([N+](=O)[O-])c3)n2)cc1	10.9%	-30.9%	?	1.0%[59 µM]	-2.4%	·	?	-3.4%	-17.1%
COc1ccc(Nc2nc(NC(C)(C)C)nc(N3CCCC3)n2)c(OC)c1	13.6%	-17.9%	-11.6%	39.8µM*	-15.0%	-4.7%	35.5µM*	-2.9%	4.3%
Cc1ccccc1/C=N\NC(=O)c1ccc(Cn2cccn2)o1	105.8%[activator]	-6.0%	-13.9%	2.3%[59 µM]	-0.3%	-1.7%	1.0%	-23.3%	8.1%
CC(OC(=O)C1=COCCO1)C(=O)NC1(C#N)CCCCC1 (stereo unspecified)	68.1%[activator]	-21.2%	·	·	·	23.9%	·	-3.8%	·
Cc1ccc(S(=O)(=O)N2CCN(c3c([N+](=O)[O-])cc(C(F)(F)F)cc3[N+](=O)[O-])CC2)cc1	12.1%	-15.1%	-9.2%	-24.6%	-6.8%	-0.9%	?	-16.5%	17.0%
C[C@H](CO)N1C[C@H](C)[C@@H](CN(C)C(=O)NC2CCCCC2)Oc2ccc(NS(=O)(=O)c3cccs3)cc2C1=O	-18.4%	2.1%	·	·	·	22.9%	·	2.2%	·
CCS(=O)(=O)C1=NN2C(=N)/C(=C\c3ccc(OS(=O)(=O)c4ccccc4)c(OC)c3)C(=O)N=C2S1	·	·	-12.8%	-5.5%[0.0925 µM]	-8.9%	-29.2%	56.2µM*	·	?
CC(=O)c1cccc(NC(=O)C2COc3ccccc3O2)c1 (stereo unspecified)	-18.0%	-4.1%	?	19.1%	-2.2%	-3.3%	-11.1%	?	0.1%
CC(=O)Nc1ccc(Oc2nc(C)cc(C)n2)cc1	-15.2%	4.9%	-1.1%	-4.2%[12.7 µM]	-1.1%	1.5%	-13.4%	-16.3%	?
O=C(CSCc1ccc(F)cc1)N1CCOCC1	1.9%[58.9 µM]	-13.7%	-0.6%	-12.4%[2.33 µM]	1.9%	-4.3%	?	-16.8%	0.3%
Cc1noc(C)c1COC(=O)c1ccc(N(C)C)cc1	44.9%[activator]	-5.2%	2.8%	-41.8%	6.4%	?	4.3%	-16.3%	0.8%
CC(C)(C)OC(=O)C[C@H]1C/C=C\C[C@@H](CC(=O)N(CCO)Cc2ccccc2)C(=O)NCCOC1=O	34.6%[activator]	-4.8%	·	·	·	15.1%	·	-3.3%	·
CC(=O)Nc1ccc(C2=NN(c3ccccc3)C(c3cccs3)C2)cc1 (stereo unspecified)	15.8%	-13.8%	110.9%[activator]	?	-16.8%	-6.0%	1.3%	1.4%	0.6%
Cc1[nH]c2ccccc2c(=O)c1C(=O)/C=C/c1ccccc1	?	-1.5%	-8.3%	23.3%	-2.5%	0.9%	-3.2%	-3.4%	-12.5%
CCCCCC(=O)N/N=C(\C)c1ccccn1	-0.8%	1.6%	-10.8%	?	2.5%	0.6%	-33.4%	-10.4%	-7.5%
CCC(C)(C)NC(=O)C(c1ccc(OC)cc1)N(C(=O)CCC(=O)Nc1cc(C)on1)c1ccc(OC)c(OC)c1 (stereo unspecified)	129.6%[activator]	-20.2%	-0.8%	18.6%	-9.0%	-9.6%	3.9%	-17.4%	11.9%
CCOC(=O)C1=C(OCc2ccc(Cl)cc2)C2C=C(C)C=CC2N=C1 (stereo unspecified)	-11.9%	-5.0%	?	?	-8.6%	-0.3%	?	-4.3%	44.7µM*
O=c1oc2ccccc2cc1-c1nnc(NCc2ccco2)s1	?	-34.2%	183.8%[activator]	-6.0%	-6.3%	3.2%	-3.7%	?	?
COC(=O)c1ccc(NC(=S)NN2CCOCC2)cc1	31.2%[activator]	-5.2%	-6.6%	·	-5.6%	15.1%	-14.3%	-10.5%	1.0%
Cc1cc(NC(=O)c2c(Cl)c(C)nn2C)no1	11.0%	-10.0%	-8.6%	14.1%[59 µM]	-6.3%	3.1%	-15.3%	0.8%	8.4%

Whole records, looked up by structure:
Entry for CCC(C)(C)NC(=O)C(c1ccc(OC)cc1)N(C(=O)CCC(=O)Nc1cc(C)on1)c1ccc(OC)c(OC)c1 (stereo unspecified) = Pol iota inh = 129.6%[activator]; POLK inh = -20.2%; Apoferritin bind = -0.8%; G9a inh = 18.6%; BLM helicase inh = -9.0%; APEX1 inh = -9.6%; BAZ2B block = 3.9%; POLH inh = -17.4%; Pol beta inh = 11.9%
Entry for CC(C)N=C(NS(=O)(=O)c1ccccc1)C(Cl)(Cl)Cl = Pol iota inh = 3.7%; POLK inh = -8.5%; Apoferritin bind = 1.8%; G9a inh = -45.4%[59 µM]; BLM helicase inh = 2.2%; APEX1 inh = -0.8%; BAZ2B block = -7.2%; POLH inh = -18.7%; Pol beta inh = 0.9%
Entry for Cc1[nH]c2ccccc2c(=O)c1C(=O)/C=C/c1ccccc1 = Pol iota inh = ?; POLK inh = -1.5%; Apoferritin bind = -8.3%; G9a inh = 23.3%; BLM helicase inh = -2.5%; APEX1 inh = 0.9%; BAZ2B block = -3.2%; POLH inh = -3.4%; Pol beta inh = -12.5%

The list continues.
SMILES	Pol iota inh	POLK inh	Apoferritin bind	G9a inh	BLM helicase inh	APEX1 inh	BAZ2B block	POLH inh	Pol beta inh
O=C(CN1CCN(c2ccc(O)cc2)CC1)Nc1ccccc1C(=O)NCCc1ccccc1	-18.2%	1.6%	·	?	·	-2.1%	-7.3%	-23.6%	·
COc1cc(C(=O)O[C@@H]2CC3CC[C@]2(C)C3(C)C)ccc1O	·	-3.5%[60.1 µM]	?	·	-15.7%	-8.8%	·	·	·
Cc1ccc(C)c(CN2C(=O)c3ccccc3S(=O)(=O)c3ccc(C(=O)N4CCc5ccccc54)cc32)c1	-11.3%	-12.0%	-7.6%	?	-5.6%	·	?	·	?
COc1ccc(CNC(=O)Nc2cc(C)ccc2C)cc1	15.9%	-9.4%	-4.2%	15.1%	-3.6%	1.1%	1.8%	-23.6%	-0.6%
Cn1c(N)c(C(=O)COC(=O)c2ccc3c(c2)OCCO3)c(=O)n(C)c1=O	3.5%	-15.1%	-9.2%	-7.2%[59 µM]	-3.2%	11.5%	7.8%	-7.0%	8.4%
COC(=O)c1nc2cc3c(cc2c(C)c1C(=O)OC)OCO3	5.1%	3.8%	-6.5%	0.9%	0.4%	-3.5%	-7.7%	-0.1%	13.0%
O=C(Nc1ccncc1)C1CCN(S(=O)(=O)c2ccc(Cl)cc2)CC1	35.9%[activator]	3.0%	·	-4.0%	·	14.3%	8.9%	-6.2%	·
CC[C@H](C)[C@H](N)C(=O)N[C@H]1CCC(=O)NCC(C(=O)N[C@@H](Cc2ccc(O)cc2)C(=O)N[C@@H](CCCNC(=N)N)C(=O)N[C@@H](CC(C)C)C(=O)N[C@@H](CCCNC(=N)N)C(=O)N[C@@H](Cc2ccc(O)cc2)C(N)=O)NC(=O)[C@@H]2CCCN2C(=O)[C@@H](NC(=O)[C@@H](N)[C@@H](C)CC)CCC(=O)NCC(C(=O)N[C@@H](Cc2ccc(O)cc2)C(=O)N[C@@H](CCCNC(=N)N)C(=O)N[C@@H](CC(C)C)C(=O)N[C@@H](CCCNC(=N)N)C(=O)N[C@@H](Cc2ccc(O)cc2)C(N)=O)NC(=O)[C@@H]2CCCN2C1=O (stereo partly specified)	·	12.9%[60.1 µM]	-14.0%	·	-13.8%	-0.6%	·	·	·
COc1ccc(C(=O)N=c2nc3ccccn3s2)cc1	12.3%	5.3%	-9.2%	?	4.0%	1.7%	-2.9%	-0.5%	-3.1%
COC(=O)CC1SC(=O)NC1=Nc1ccc(O)cc1 (stereo unspecified)	-4.5%	-3.3%	-7.2%	23.1%[0.501 µM]	-2.6%	-3.4%	?	-5.6%	3.8%
COc1ccc(S(=O)(=O)Nc2ccc(S(=O)(=O)N3CCOCC3)cc2)cc1C	10.5%	-4.7%	6.2%	4.0%[59 µM]	-6.7%	-0.7%	-0.5%	-7.5%	-3.0%
CCOc1ccc(S(N)(=O)=O)cc1-c1nc2c(C(C)(C)C)nn(C)c2c(=O)[nH]1	?	-7.2%	-8.5%	-1.2%	2.5%	5.0%	-2.9%	-2.5%	-22.4%
CCCCCCCC(=O)N/N=C/c1ccncc1	-8.0%	2.0%	?	-4.5%	-9.5%	-3.2%	18.5%	-10.6%	4.2%
Cc1cccc(NC(=O)CSc2nc(-c3ccccc3)c(C#N)c(=O)[nH]2)c1C	-5.8%	-4.7%	?	?	-3.6%	0.2%	-25.4%[57.1 µM]	2.1%	-21.4%
CCCCN1C(=O)CC(C(=O)O)C1c1ccc(OC)cc1 (stereo unspecified)	2.4%	2.6%	-18.3%	5.7%[59 µM]	-5.3%	-3.7%	9.4%	-13.1%	7.5%
CCN1CCC2(CC1)N=C(c1ccc(F)cc1)C(=S)N2C(=O)c1ccc(C)cc1	11.6%	-14.7%	-1.8%	10µM*	2.6%	0.2%	44.7µM*	-8.8%	7.5%[57.1 µM]
CNS(=O)(=O)c1ccc(C(=O)NCC(=O)NCC2COc3ccccc3O2)cc1 (stereo unspecified)	36.9%[activator]	-7.7%	·	11.0%[59 µM]	·	-14.2%	-3.6%	-19.6%	·
COc1ccc(-n2cc(-c3ccc4c(c3)OCO4)n(CC(=O)Nc3cc(Cl)ccc3C)c2=O)cc1	26.9%	5.1%	-6.7%	?	-1.1%	·	89.1µM*	-11.6%	-13.0%
